SV40 large T antigen: TAg ATPase/helicase activity blockers – biochemical (AID 1903). SV40 large T antigen ATPase/helicase inhibition assay; higher % means a stronger effect. inhibition, % at 20 µM; hits with a dose series show IC50 in µM. hit rate 0.39% among 310,000; in the data active = a potency from the dose series; inconclusive = inhibition mostly from about 32% at the one dose, without a potency; inactive = the rest, 99 in 100 with inhibition below about 32%; also: strong numbers were not always called active
Siah-1 displacement: Siah-1 peptide-binding antagonists, primary screen, biochemical, fluorescence polarization, rhodamine-plectin, uHTS (AID 1817). Siah-1 / rhodamine-plectin peptide fluorescence polarization; higher % means a stronger effect. displacement, % at 20 µM, or IC50 in µM where a hit was titrated. hit rate 0.02% among 290,000;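 active = displacement of at least 50% at 20 µM, with a fluorescence ratio check between 0.3 and a set limit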;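 also: plate controls were Siah plus tracer with DMSO for no effect and tracer alone without Siah for full effect; strong numbers were not always called active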
Rac1 GTP hydrolysis: MgcRacGAP GTPase-activating activity inhibitors, confirmation, biochemical, ADP Hunter fluorescence; MgcRacGAP-stimulated Rac1 GTP hydrolysis, ADP Hunter fluorescence; higher % means a stronger effect; GST-tagged Rac1 F28L mutant substrate; inhibition, % at 30 µM, or IC50 in µM where a hit was titrated; hit rate 0.6% among 340,000;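 active = first-screen hits whose inhibition reached a set limit at any dose in the follow-up dose series; inconclusive = inhibition above the set first-screen limit but never retested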;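 also: fluorescence reports GDP produced by GAP-driven GTP hydrolysis; strong numbers were not always called active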
HIV fusion peptide: inhibitors of HIV fusion peptide binding, primary screen, biochemical, uHTS, fluorescence dequenching (AID 1986); cell-free peptide binding, fluorescence dequenching, 30 min; higher % means a stronger effect; inhibition, % at 20 µM, or IC50 in µM where a hit was titrated; hit rate 0.3% among 290,000; in the data active = inhibition mostly above about 52%, no sharp cut-off; inactive = mostly below about 76%; also: some results filed as inactive read as strong as hits
XIAP antagonists: XIAP antagonists, biochemical, IAP family, fluorescence polarization (AID 1018); hit rate 0.007% among 200,000; displacement, % at 20 µM, or IC50 in µM where a hit was titrated; XIAP BIR domain, fluorescence polarization peptide displacement; higher % means a stronger effect; in the data active = displacement above about 50%; also: a part of the inactive calls stands beside numbers as strong as those of hits
AID2073: inhibitors of Mint1-CaV2.2 protein interaction, biochemical, HTRF (AID 2073); HTRF protein-protein interaction, Mint1-CaV2.2; higher % means a stronger effect; inhibition, % at 20 µM; hits with a dose series show IC50 in µM; hit rate 0.19% among 290,000; in the data active = inhibition mostly above about 51%, no sharp cut-off; inconclusive = no clear call, values can overlap the other calls; inactive = mostly below about 53%; also: some results filed as inactive read as strong as hits
NS5 inhibitors: flavivirus cap methylation enzyme inhibition – biochemical, confirmation dose response, primary screen (AID 588689); Dengue-2 NS5 methyltransferase capping enzyme assay, biochemical; higher % means a stronger effect; one-dose inhibition, % at 25 µM; IC50 in µM for titrated hits; hit rate 0.3% among 340,000; in the data active = a potency from the dose series; inconclusive = inhibition above about 29% without an active follow-up result
RSV antiviral HEp-2: RSV antiviral activity via CPE protection, HEp-2 cells, primary 10 µM value included (AID 2391). CPE inhibition, % at 10 µM, or IC50 in µM where a hit was titrated. HEp-2 cells, RSV-induced CPE inhibition; higher % means a stronger effect. hit rate 0.13% among 310,000; in the data active = a potency from the dose series; inconclusive = CPE inhibition mostly from about 23% at the one dose, without a potency; inactive = the rest, 99 in 100 with CPE inhibition below about 21%; also: strong numbers were not always called active
LYP inhibition: PTPN22 lymphoid phosphatase activity blockers – biochemical, fluorescence intensity, uHTS (AID 1779); inhibition, % at 11.5 µM; hits with a dose series show IC50 in µM; hit rate 0.054% among 290,000; recombinant LYP phosphatase, fluorescence intensity; higher % means a stronger effect; in the data active = inhibition above about 50%;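 also: plate controls were vehicle with enzyme for no effect and no enzyme for full effect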
The depositor's hits bear a star; u = inconclusive; x = not tested or not shown.

| no. | SV40 large T antigen | Siah-1 displacement | Rac1 GTP hydrolysis | HIV fusion peptide | XIAP antagonists | AID2073 | NS5 inhibitors | RSV antiviral HEp-2 | LYP inhibition | Molecule |
| --- | --- | --- | --- | --- | --- | --- | --- | --- | --- | --- |
| 1 | 10% | 1% | 9% | -2.5% | -4.6% | 2% | 5% | 15% | -2% | O=C(CCCN=C1NS(=O)(=O)c2ccccc21)OCc1cc([N+](=O)[O-])cc2c1OCOC2 |
| 2 | 3% | -5% | -3% | 0.3% | -10% | 0% | 0% | 13% | 5% | COc1ccc(S(=O)(=O)Nc2ccc(C)cc2)cc1N(C)S(=O)(=O)c1ccc(Cl)cc1 |
| 3 | 1% | -6% | x | -2.1% | x | 0% | x | 3.1% | -6% | CC(=O)c1sc(-c2ccccc2)cc1NS(=O)(=O)c1ccccc1 |
| 4 | 6% | -1% | x | 1.4% | -6.2% | -5% | x | 0.1% | -2% | O=C(NCCc1ccccc1)C(=O)NCC1CCNCC1 |
| 5 | 0% | -8% | 9% | 0.4% | -2.4% | 16% | 4% | 1.4% | -3% | c1ccc2c(c1)ncn2CCOCCOCCn1cnc2ccccc21 |
| 6 | 13% | 6% | 6% | -0.8% | -0.7% | -14% | -9% | 14% | -4% | COc1cccc(-c2csc(N3CCN(C(=O)Nc4ccc(F)cc4)CC3)n2)c1 |
| 7 | 16% | -1% | 7% | -1.5% | -6.4% | 0% | -2% | 4.1% | -7% | COc1ccc(-c2[nH]ncc2-c2ccc3c(c2)OCCO3)c(O)c1 |
| 8 | 11% | 10% | 7% | -1.1% | x | 3% | -6% | 0.3% | 2% | COc1cccc(NC(=O)C(Cc2ccccc2)n2cccc2)c1 (stereo not drawn) |
| 9 | 17% | -2% | 15% | 0.5% | x | 4% | 7% | -0.5% | -6% | CC1=C(C(=O)Nc2ccccc2C(=O)NC2CCC(C)CC2)SCCO1 (stereo not drawn) |
| 10 | 2% | 4% | 9% | 0.4% | -6.0% | 2% | -3% | u | 6% | Cc1cc(C)nc(SC2c3cccc4cccc(c34)C2NS(=O)(=O)c2ccccc2)n1 (stereo not drawn) |
| 11 | 4% | 1% | 4% | -1.0% | -1.7% | 5% | -4% | 1.2% | -9% | O=C(CO/N=C/c1ccccc1OC(F)F)N1CCc2ccccc21 |
| 12 | 21% | 5% | 28% | -0.8% | -2.1% | 2% | -3% | 1.8% | 3% | CCOC(=O)C1CCCN(Cc2cc(OC)c(O)c(OC)c2)C1 (stereo not drawn) |
| 13 | 2% | 4% | 0% | 1.0% | -0.6% | 0% | -2% | -0.8% | -6% | O=C(NCCn1cccn1)c1ccc(OC2CCN(CCc3ccccc3)CC2)cc1 |
| 14 | 8% | 4% | -2% | 2.5% | -1.9% | 4% | -2% | 10% | -11% | CCN(Cc1cc2cc(C)ccc2[nH]c1=O)C(=O)c1cccc(OC)c1 |
| 15 | 10% | 4% | 6% | -2.1% | 2.0% | 11% | -10% | 1.4% | 4% | Cn1c(O)c(N=NC(=O)c2cc(-c3cccs3)nc3ccccc23)c2ccccc21 |
| 16 | 13% | 2% | 3% | 3.8% | -1.6% | 47% | 3% | -0.3% | -6% | NS(=O)(=O)c1ccc(CCNC(=O)C(=O)NCC2OCCN2C(=O)c2ccc3c(c2)OCO3)cc1 (stereo not drawn) |
| 17 | 6% | 0% | 5% | 0.0% | x | 5% | -10% | 4.9% | -4% | CC(C)CC(OC(=O)CC1Sc2ccccc2NC1=O)C(=O)NC1CCCC1 (stereo not drawn) |
| 18 | 13% | 2% | 11% | 0.9% | x | 17% | 1% | u | -5% | CC(C)(C)c1csc(NC(=O)C2COc3ccccc3O2)n1 (stereo not drawn) |
| 19 | 7% | 8% | 0% | -1.3% | -14% | 8% | 5% | 0.2% | -1% | O=C(Nc1ccc(F)cc1)c1ccc(Cn2cnnn2)cc1 |
| 20 | 22% | -3% | 23% | -0.7% | -5.5% | 15% | -8% | 49% | 13% | C=CCn1c(-c2cc3cccc(OC)c3o2)n[nH]c1=S |
| 21 | 2% | 0% | 1% | 2.0% | -4.3% | -3% | -2% | 0.3% | -1% | Nn1c(SCC(=O)Nc2ccc(S(=O)(=O)N3CCCC3)cc2)nnc1C(F)(F)F |
| 22 | 8% | -6% | 8% | 23% | x | -35% | -2% | 1.5% | -5% | CSc1ccccc1NC(=O)Nc1ccccc1Cl |
| 23 | 4% | 2% | 13% | -0.2% | -1.5% | 3% | 6% | 0.3% | 0% | COC(=O)C(C#N)C(=C1C(=O)CC(C)(C)CC1=O)c1ccc(O)cc1 (stereo not drawn) |
| 24 | 1% | 1% | x | 3.6% | x | -3% | -13% | 5.4% | -1% | CCCOc1ccc(/C=C2\SC(N)=NC2=O)cc1OC |
| 25 | 3% | 0% | 7% | 2.2% | -5.3% | 20% | 3% | 4.5% | -16% | CC(C)Cn1c(-c2ccc(C#N)cc2)nc2c1c(=O)[nH]c(=O)n2CC(C)C |
| 26 | 3% | -2% | 8% | 0.1% | -5.9% | 0% | -1% | -0.2% | -9% | CC(CC(=O)Nc1cc([N+](=O)[O-])ccc1Cl)c1ccccc1 (stereo not drawn) |
| 27 | 20% | 1% | 13% | -3.6% | -3.0% | 13% | -13% | 1.9% | -6% | CCCCn1c(SCC(=O)c2ccc3c(c2)NC(=O)CO3)nc2cc(S(N)(=O)=O)ccc21 |
| 28 | 17% | -6% | 11% | 1.4% | -2.9% | 5% | -1% | -0.5% | -6% | CN1CCN(CC(=O)Nc2ccccc2[N+](=O)[O-])CC1 |
| 29 | x | 3% | 14% | -1.5% | 0.3% | -13% | 5% | 0.4% | -3% | CCN(CC)c1ccc(NC(=O)COc2ccc(C)cc2)cc1 |
| 30 | 9% | 0% | x | -2.0% | x | -21% | x | 14% | -2% | O=C(Oc1c(-c2ccccc2)c(=O)n2c3c(cccc13)CC2)c1ccccc1 |

Quoted at random: two records from the list.
| no. | SV40 large T antigen | Siah-1 displacement | Rac1 GTP hydrolysis | HIV fusion peptide | XIAP antagonists | AID2073 | NS5 inhibitors | RSV antiviral HEp-2 | LYP inhibition | Molecule |
| --- | --- | --- | --- | --- | --- | --- | --- | --- | --- | --- |
| 28 | 17% | -6% | 11% | 1.4% | -2.9% | 5% | -1% | -0.5% | -6% | CN1CCN(CC(=O)Nc2ccccc2[N+](=O)[O-])CC1 |
| 22 | 8% | -6% | 8% | 23% | x | -35% | -2% | 1.5% | -5% | CSc1ccccc1NC(=O)Nc1ccccc1Cl |

4 entries out of the list above, arranged by the number in NS5 inhibitors, ascending.
| no. | canonical_smiles | SV40 large T antigen | Siah-1 displacement | Rac1 GTP hydrolysis | HIV fusion peptide | XIAP antagonists | AID2073 | NS5 inhibitors | RSV antiviral HEp-2 | LYP inhibition |
| --- | --- | --- | --- | --- | --- | --- | --- | --- | --- | --- |
| 8 | COc1cccc(NC(=O)C(Cc2ccccc2)n2cccc2)c1 (stereo not drawn) | 11% | 10% | 7% | -1.1% | x | 3% | -6% | 0.3% | 2% |
| 10 | Cc1cc(C)nc(SC2c3cccc4cccc(c34)C2NS(=O)(=O)c2ccccc2)n1 (stereo not drawn) | 2% | 4% | 9% | 0.4% | -6.0% | 2% | -3% | u | 6% |
| 14 | CCN(Cc1cc2cc(C)ccc2[nH]c1=O)C(=O)c1cccc(OC)c1 | 8% | 4% | -2% | 2.5% | -1.9% | 4% | -2% | 10% | -11% |
| 2 | COc1ccc(S(=O)(=O)Nc2ccc(C)cc2)cc1N(C)S(=O)(=O)c1ccc(Cl)cc1 | 3% | -5% | -3% | 0.3% | -10% | 0% | 0% | 13% | 5% |

Next records follow:
| no. | SV40 large T antigen | Siah-1 displacement | Rac1 GTP hydrolysis | HIV fusion peptide | XIAP antagonists | AID2073 | NS5 inhibitors | RSV antiviral HEp-2 | LYP inhibition | Molecule |
| --- | --- | --- | --- | --- | --- | --- | --- | --- | --- | --- |
| 31 | 5% | -4% | 6% | -0.9% | x | 0% | 5% | -0.6% | -2% | Cc1cc(=O)oc2cc(OCCCC[n+]3ccccc3)ccc12 |
| 32 | 25% | 3% | 3% | -0.7% | x | 3% | 5% | 6.0% | -8% | Cc1ccc(OS(=O)(=O)c2c(C)nn(C)c2Cl)c(C)c1 |
| 33 | 12% | 5% | -2% | -4.6% | -3.7% | -5% | -7% | 0.3% | -7% | COc1cccc(Oc2ccc(N/C=C/C(=O)C(C)(C)C)cc2)c1 |
| 34 | 7% | 6% | 9% | 0.9% | x | 6% | -12% | 13% | -6% | CC(=O)N1c2ccc(S(=O)(=O)N3CCC(C(=O)N4CCCCC4)CC3)cc2CC1C (stereo not drawn) |
| 35 | 23% | -3% | 7% | -0.2% | -3.6% | 13% | -12% | u | 7% | COc1cc(S(=O)(=O)NC2CCCCC2)c(C)cc1C |
| 36 | 13% | -1% | -7% | -0.6% | x | 19% | -19% | 2.5% | -7% | CC(=O)NCCc1nc2cc(NC(=O)Nc3ccccc3)ccc2n1C |
| 37 | 16% | 6% | 10% | -0.2% | -3.4% | -5% | -7% | -1.7% | -6% | CCN(CC)c1ncnc2c1sc1nc(C)cc(C)c12 |
| 38 | 13% | -2% | 7% | -1.5% | -6.2% | -4% | 8% | u | 2% | COc1ccc(-c2cc(-c3c(O)c(OC)c4occc4c3OC)[nH]n2)cc1 |
| 39 | 20% | 4% | 10% | 1.5% | x | 38% | 1% | -0.7% | -10% | Cc1c(O)ccc2c(CN3CCN(Cc4ccccc4)CC3)cc(=O)oc12 |
| 40 | 22% | -8% | 5% | -2.5% | -0.8% | -3% | 2% | 1.6% | 1% | COCCNC(=S)NN(c1ccccc1)c1ccccc1 |
| 41 | 23% | -3% | 25% | -0.6% | x | -5% | -1% | 1.1% | -6% | COc1ccc(N2CCN(c3ccc(C(=O)O)cc3[N+](=O)[O-])CC2)cc1 |
| 42 | 2% | -1% | 4% | -1.4% | -4.2% | -5% | -1% | 6.9% | -2% | Cc1cc(Br)c(NC(=O)CN(C)CCOc2ccccc2)c(Br)c1 |
| 43 | 1% | 0% | 4% | 39% | -9.0% | 15% | u | 2.7% | -1% | Cc1cc(-c2ccccc2)c2c3c(c(-c4ccccc4)n2n1)c(=O)n(C)c(=O)n3C |
| 44 | 13% | -2% | 13% | -1.1% | -5.2% | -2% | 0% | 0.3% | -8% | O=C(c1ccccc1-c1nc2ccccc2[nH]1)N1CCOCC1 |
| 45 | 7% | 1% | 2% | -2.0% | -0.1% | -2% | 1% | 1.3% | -9% | CCOC(=O)c1[nH]c2ccccc2c1NC(=O)c1ccc2c(c1)OCO2 |
| 46 | -1% | 2% | 3% | -1.1% | -5.1% | -3% | -7% | 2.5% | -6% | COc1ccccc1NC(=O)CSc1nnc(-c2ccccc2)o1 |
| 47 | 17% | -3% | 6% | -3.2% | -4.6% | 28% | -5% | 22% | -7% | Cc1cccc(C(=O)NC(=S)Nc2ccc(S(=O)(=O)N3CCCCC3)cc2)c1 |
| 48 | 4% | 3% | 9% | -1.6% | -0.5% | 3% | -6% | 18% | -5% | CC(C)(CO)Nc1ccc([N+](=O)[O-])cc1[N+](=O)[O-] |

Assay outcomes (PubChem BioAssay)
